GSIS activator – GLuc luminescence reporter in INS-1E cells, primary screen for activators of glucose-dependent secretion of insulin; INS-1E GLuc reporter insulin secretion, 2-3 h; activation, % at 16.6 µM; 370,000 compounds, 0.61% hits; AID 743287;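 active = lowest replicate activation of at least 40%, so every replicate reaches that level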;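 note: 0% = median of neutral control wells and 100% = median of IBMX positive control wells; some compounds called inactive have numbers as strong as hits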
DENV2 CPE – inhibitors of DENV2 cytopathic effect. DENV2-infected cells, cytopathic effect rescue, plate reader. CPE inhibition, % at 9.99 µM. 350,000 compounds, 1.7% hits. AID 651640; in the data active = CPE inhibition above about 20%, passing the limit was not always enough; inconclusive = no clear call, values can overlap the other calls; tested in BHK-21 cells;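 note: 0% = median of neutral control wells and 100% = median of positive control wells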
miR-122 sensor – blocks miR-122 activity in Huh7 sensor cells | AID 602342 | Huh7 miR-122 Renilla luciferase sensor, 48 h; neutral wells = 0, positive control = 100 | 340,000 compounds, 0.3% hits | activation (reporter increase), % at 12.5 µM;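 active = mean replicate activation score at least 90 and every replicate individually at or above 90; inconclusive = only one of the two criteria met; inactive = neither criterion met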;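 note: higher luciferase means less miR-122 activity so hits act as miR-122 inhibitors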
EWS-Fli block – EWS/Fli transcriptional activity inhibition; A673 NR0B1-luciferase reporter, viability-normalised; inhibition, % at 12.6 µM; 350,000 compounds, 0.67% hits; AID 651661;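 active = mean inhibition of at least 50% after viability correction, with every replicate also passing that limit; inconclusive = mean reaches 50% but only one of two replicates passes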;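 note: firefly luciferase signal divided by Alamar Blue viability fluorescence both relative to DMSO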
CFTR F508del cor – CFTR F508del correction in bronchial cells. CFBE cells, YFP halide quenching; stimulated with forskolin plus potentiator P3; % fluorescence drop versus neutral controls. activity (quench increase), % at 7.58 µM. 350,000 compounds, 0.36% hits;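 active = mean added fluorescence quench of at least 8% versus neutral control, with both replicates also reaching 8%; inconclusive = only one of the mean or replicate conditions met; inactive = mean below 8% and not both replicates reaching 8%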;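 note: cells transiently co-express mutant CFTR-F508del with the halide-sensitive YFP; corrector assay measuring rescue of mutant channel to the surface after 24 h compound exposure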
FN deposit inh – fibronectin deposition inhibition; AH1F fibroblasts, Alexa488-fibronectin deposition fluorescence, overnight; 350,000 compounds, 0.086% hits; inhibition, % at 12.6 µM;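 active = mean inhibition across replicates of 30% or more, regardless of how many single replicates reach that level; inconclusive = mean under 30% yet at least half of replicates reach 30%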;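 note: positive control wells lacked labelled fibronectin entirely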
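test system = AH1F fibroblasts assembling fluorescent fibronectin matrix | quantity = 10000 AH1F cells per well | buffer or medium = DMEM plus 2% serum, read in PBS | doses = single dose, pinned | incubation = 1 h cell attachment, overnight exposure to compound and label | detection = fluorescence at 485 nm excitation, 525 nm emission | read-out basis = inhibition from reduced deposited-fibronectin fluorescence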
PAX8 reporter – inhibitors of PAX8 transcriptional activity in RMG-I cells | RMG-I TPO-luciferase reporter, SteadyGlo, 24 h | inhibition, % at 12.6 µM | 360,000 compounds, 1.2% hits | AID 652154;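 active = mean replicate inhibition at least 60% with every replicate also reaching 60%; inconclusive = only one of the two criteria is met; inactive = mean below 60% and not all replicates reaching 60%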;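 note: luciferase light reporting Pax8 driven TPO promoter activity; plate controls were median of neutral control wells for no effect and mitoxantrone controls for full effect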
* marks the source's active call; other numbers are inactive results; ? = inconclusive; . = not tested or not shown; [ ] = remark or other dose.

#	compound	GSIS activator	DENV2 CPE	miR-122 sensor	EWS-Fli block	CFTR F508del cor	FN deposit inh	PAX8 reporter
1	O=C1NC(=O)C2(COC(c3ccccc3Cl)OC2)S1 (centres undefined)	-6	0	.	11	-1.2	9	4
2	CCCS(=O)(=O)NC(=O)C1(C)CCCN(C(=O)c2ccccc2)C1 (centres undefined)	12	-7	2	0	-4.0	-6	9
3	COCc1cc(=O)[nH]c(/N=C(\N)Nc2cccc(Cl)c2)n1	-4	1	-9	8	-0.7	-1	9
4	Cc1ccc(-n2ncc3c(N4CCN(c5ccccc5)CC4)ncnc32)c(C)c1	.	.	-15	.	.	-5	35
5	CC(C)(C)c1ccc(-c2nc(C#N)c(N3CCC(C(N)=O)CC3)o2)cc1	-7	9	2	-2	2.2	9	-2
6	CS(=O)(=O)NN1C(=O)c2ccccc2NC1c1ccccc1O (centres undefined)	4	13	5	3	0.1	2	1
7	COC(=O)c1c(-c2ccc(OC)cc2)oc2ccccc12	-1	.	15	-29	-1.2	-1	1
8	C[C@H](CO)N1C[C@H](C)[C@H](CN(C)Cc2ccc(C(=O)Nc3ccccc3N)cc2)Oc2ccc(NC(=O)Nc3ccc4c(c3)OCO4)cc2C1=O	-5	?	9[16.7 µM]	41	2.3	.	.
9	COCCc1nc2ccc(C(=O)N(C)Cc3cccc(-n4nc(C)cc4C)c3)cc2o1	20	-9	0	-11	0.5	-2	-4
10	COc1ccc(C(=O)N[C@H](C(=O)Nc2ccc(S(=O)(=O)N3CCOCC3)cc2)C(C)C)cc1	-8	-1	.	13	2.0	-9	0
11	CSC1=NCCN1C(=O)COc1ccccc1	6	-6	.	-13	5.8	5	-12
12	CCc1ccc(-c2cc3c(=O)n(CC(=O)NCCN4CCCCC4C)nc(C)n3n2)cc1 (centres undefined)	3	-8	1	-17	1.4	1	12
13	COc1ccccc1C(=O)C1CCCN(C(=O)CN2CCCCC2=O)C1 (centres undefined)	8	5	.	-25	-0.2	5	-14
14	Cc1ccc(C(=O)N/N=C2\CCCc3ccccc32)c(C)c1	-10	5	.	-48	1.5	-1	-71
15	N#Cc1ccc(Cl)cc1NC(=O)COC(=O)c1cccc(S(=O)(=O)N2CCOCC2)c1	-7	-3	8	14	-3.7	3	23
16	N#CC(c1ccc(O)cc1)N1CCN(C(C#N)c2ccc(O)cc2)CC1 (centres undefined)	.	10	.	4	-3.6	-4	-4
17	CCOc1ccc(N(CC)S(=O)(=O)c2cccc3nsnc23)cc1	-25	-2	0	-9	5.0	0	7
18	COc1ccccc1CN1CC(C(=O)N2CCC(C(=O)c3ccccc3)CC2)CCC1=O (centres undefined)	.	-7	3	-51	2.3	5	-74
19	Cc1cc(=O)oc2c(C)c(OCC(=O)c3ccccc3)ccc12	6	-7	-4	-13	0.7	-2	-6
20	CCn1cc(CN2CCC(C(=O)Nc3cccc(-c4cccc(OC)c4)c3)CC2)c(C)n1	-7	-5	.	7	3.1	3	8
21	Cc1ccc(N=C2NC(=O)c3cccc([N+](=O)[O-])c32)cc1	3	1	.	-25	.	0	-31
22	CCCc1nc(SCC(=O)Nc2cc(C)on2)c2c(=O)n(C)c(=O)n(C)c2n1	-9	-1	-4	6	0.1	4	-2
23	COC(=O)C1=C(C)N(Cc2cccc(C(F)(F)F)c2)C(=NCc2ccc(OC)cc2)NC1c1cccc(F)c1 (centres undefined)	84*	-6	.	50*	-4.0	21	99*
24	C/C=C/c1ccc2c(c1)O[C@@H](CN(C)CC1CCOCC1)[C@H](C)CN([C@H](C)CO)S2(=O)=O	-8	-3	0[16.7 µM]	-14	1.4	.	-2
25	Cc1nn(CC(=O)c2ccccc2Cl)c(C)c1[N+](=O)[O-]	5	2	.	-35	-0.4	3	-166
26	C[C@@H]1CN([C@H](C)CO)C(=O)c2cc(NS(C)(=O)=O)ccc2O[C@@H]1CN(C)Cc1ccc(Cl)c(Cl)c1	-15	7	-7[16.7 µM]	-2	4.4	.	21
27	Cc1ccc(C(=O)Nc2ccc(N3CCOCC3)nc2)cc1	.	.	3	.	.	-6	-54
28	CC(C)c1ccc(NC(=O)C2CC(=O)N(C(C)C)C2)cc1 (centres undefined)	.	.	-4	.	.	-3	-20
29	Cc1csc(NC(=O)C2CC(=O)N(c3ccc4c(c3)OCCO4)C2)n1 (centres undefined)	0	6	.	0	-3.9	-2	8
30	Cc1cc(C)n(C(C)Sc2ccccc2)n1 (centres undefined)	-8	-21	-10	-8	0.5	-8	-14
31	CCCC(=O)Nc1ccc2c(c1)C(=O)N(C)[C@@H]1CC[C@H](CC(=O)NCC(F)(F)F)O[C@H]1CO2	-1	0	-37[16.7 µM]	2	-1.2	8	-1
32	CCOC(=O)CC1C(=O)NCCN1C(=O)COc1ccc(C(C)(C)C)cc1 (centres undefined)	2	-1	0	-7	0.4	2	-6
33	Cc1ccc(NC(=O)CN(C)C(=O)CNC(=O)c2sc3ccccc3c2Cl)cc1	-7	-3	.	-68	0.4	10	-109
34	C[C@H]1CN([C@@H](C)CO)C(=O)c2cc(-c3cncnc3)cnc2O[C@H]1CN(C)C(=O)c1ccccc1F	24	?	10[16.7 µM]	-4	1.3	.	.
35	Cc1ccccc1CS(=O)(=O)Cc1ccc(C(=O)NCCCN2CC(C)CC(C)C2)o1 (centres undefined)	-12	1	0	2	-0.8	7	0
36	CN(Cc1ccccc1)N=Nc1nc[nH]c1C(N)=O	12	77*	0	0	3.4	-15	87*
37	CC(=O)c1cc(F)c(N2CCN(c3ccc([N+](=O)[O-])cc3F)CC2)cc1C	0	.	-5	.	.	-5	.
38	Cc1ccc(-c2cc(C(F)(F)F)c(C#N)c(SCC(=O)O)n2)cc1	-47	4	.	20	-0.2	4	16
39	Cc1[nH]c2ccccc2c1/C=N/NC(=O)CNC(=O)c1ccco1	.	0	1	7	1.7	11	24
40	CCNC(=S)NNC(=O)c1ccc(OC)cc1	-1	-3	-1	6	-2.2	-7	13
41	C#CCSc1nc(C)cc(C(=O)OCC)c1C#N	12	1	.	5	-0.7	8	-7
42	CC1Oc2ccccc2N(CC(=O)c2cccc(Cl)c2)C1=O (centres undefined)	-20	.	-2	.	.	-3	.
43	COc1ccc(-c2ccc3c(c2)[C@H]2[C@H](CCN2S(=O)(=O)c2ccccc2F)[C@@H](CO)N3)cc1	.	-28	0[16.7 µM]	23	2.3	.	?
44	c1ccc2cc(C3OCC4(CCCC4)CO3)ccc2c1	22	2	2	-103	0.5	7	-203
45	Cc1onc(-c2ccccc2)c1C(=O)NC(C)CCc1ccccc1 (centres undefined)	2	-2	-5	0	2.0	3	28

Single records, as listed above. Order of values: GSIS activator	DENV2 CPE	miR-122 sensor	EWS-Fli block	CFTR F508del cor	FN deposit inh	PAX8 reporter
Entry for COCc1cc(=O)[nH]c(/N=C(\N)Nc2cccc(Cl)c2)n1 = -4	1	-9	8	-0.7	-1	9
Entry for CS(=O)(=O)NN1C(=O)c2ccccc2NC1c1ccccc1O (centres undefined) = 4	13	5	3	0.1	2	1
Entry for CC(C)(C)c1ccc(-c2nc(C#N)c(N3CCC(C(N)=O)CC3)o2)cc1 = -7	9	2	-2	2.2	9	-2
Entry for Cc1nn(CC(=O)c2ccccc2Cl)c(C)c1[N+](=O)[O-] = 5	2	.	-35	-0.4	3	-166
Entry for COC(=O)c1c(-c2ccc(OC)cc2)oc2ccccc12 = -1	.	15	-29	-1.2	-1	1

Three compounds out of the list, sorted by number of heavy atoms, smallest number first.
#	compound	GSIS activator	DENV2 CPE	miR-122 sensor	EWS-Fli block	CFTR F508del cor	FN deposit inh	PAX8 reporter
21	Cc1ccc(N=C2NC(=O)c3cccc([N+](=O)[O-])c32)cc1	3	1	.	-25	.	0	-31
6	CS(=O)(=O)NN1C(=O)c2ccccc2NC1c1ccccc1O (centres undefined)	4	13	5	3	0.1	2	1
33	Cc1ccc(NC(=O)CN(C)C(=O)CNC(=O)c2sc3ccccc3c2Cl)cc1	-7	-3	.	-68	0.4	10	-109

Continuation:
#	compound	GSIS activator	DENV2 CPE	miR-122 sensor	EWS-Fli block	CFTR F508del cor	FN deposit inh	PAX8 reporter
46	Cn1cccc1C(=O)Nc1ccc(N2CCOCC2)cc1	9	-4	.	-17	-0.3	-2	-70
47	C[C@H](CO)N1C[C@H](C)[C@H](CN(C)CC2CC2)Oc2ccc(NC(=O)Nc3ccc(F)cc3)cc2CC1=O	.	42*	-6[16.7 µM]	-5	1.9	.	-1
48	Cc1cc([N+](=O)[O-])nn1CCCC(=O)Nc1ccc(Cl)cc1Cl	5	-1	0	-1	-0.8	-2	-6
49	CN1CCCN(C(=O)c2cc(=O)[nH]c3ccccc23)c2nc3ccccc3nc21	.	.	11	.	.	-3	21
50	Cc1ccc(-c2ccc([C@H]3[C@H]4CN(S(=O)(=O)c5cccc(C)c5)CCCCN4[C@H]3CO)cc2)cc1	.	-8	9[16.7 µM]	1	-1.7	.	-22
51	O=C(CCc1ccccc1)NC(=S)Nc1ccc2c(c1)C(=O)OC2	1	-5	.	-2	0.7	5	7
52	CCC(=O)N[C@H]1CC[C@H](CC(=O)NCC2CC2)O[C@@H]1CO	6	-4	.	2	0.0	-9	-28
53	Cc1cc(Cl)ccc1OCc1nnc2n1CCCCC2	2	3	.	-6	-0.1	.	6
54	CC(=O)N(C)C[C@H]1Oc2cc(C#CC3CCCCC3)ccc2S(=O)(=O)N([C@@H](C)CO)C[C@@H]1C	-7	-6	39[16.7 µM]	12	-1.2	-4	.
55	O=C(Nc1ccc(Cl)cc1)N(CCCN1CCOCC1)Cc1cccs1	-11	26*	2	-12	0.3	-5	-24
56	CCOC(=O)C(=CNc1ccc(Oc2cncc(Cl)c2)nc1)C(=O)OCC	-6	-1	.	2	-1.5	-4	0
57	NC(=O)Nc1ccc(C(=O)OCC(=O)Nc2cccc(S(=O)(=O)NC3=NCCC3)c2)cc1	5	-1	.	2	0.3	-6	4
58	CC(=O)Nc1ccc(NC(=O)c2nc(S(=O)(=O)Cc3ccccc3)ncc2Cl)cc1	60*	-3	6	.	-5.9	51*	94*
59	CCCSc1cc(=O)n(-c2ccc(F)cc2)nc1C(=O)OCC	8	1	.	3	2.3	-23	-4
60	CCN(CC)CCn1c2ccccc2c(=O)c2c(O)ccc(O)c21	.	1	8	-16	-1.2	3	-5

Screens (PubChem)

The order is random; 3.9% or so of the library scored in one or more.
